Assay outcomes: PubChem, several laboratories
SR-BI uptake up: activators of SR-BI mediated HDL lipid uptake. CHO ldlA[mSR-BI] cells, DiI-HDL uptake fluorescence, 3 h; 100 = double the neutral-control signal. activation, % at 12.5 µM. 320,000 tested, 0.096% active. AID 504775;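 active means mean replicate activation of at least 60% and every replicate at or above 60%; inconclusive means mean or all-replicate condition met, but not both; inactive means mean below 60% and not all replicates reaching 60%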;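 further: 0% = median plate neutral-control signal and 100% = twice that signal; values of inactives mirror those of a sister screen read the other way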
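Test system: SR-BI-overexpressing, LDLR-lacking CHO cells; Medium: Ham's F12 with 0.5% BSA, HEPES 25 mM, pH 7.4; Schedule: 3 h, 37 °C; Technique: bottom-read fluorescence, 550/595 nm.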
dFosB activator: enhances mouse delta FosB homodimer DNA binding; P13346; purified delta FosB, TAMRA-CDK5 oligo fluorescence polarization; percent of positive-control signal above neutral wells; activation, % at 25 µM; 340,000 tested, 0.99% active;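 active means mean activation above about 17%, with every replicate also reaching it, limit read from the data, passing the limit was not always enough; inconclusive means only one of the two conditions met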;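 further: fluorescence polarization rise as delta FosB binds a TAMRA Cdk5 AP-1 oligo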
Mot1-301 SUMO: SUMOylation pathway inhibition by Mot1-301 growth rescue | S. cerevisiae Mot1-301 growth rescue, ATP luminescence, 38.5C; percent above DMSO median, 100 means doubled | growth rescue, % at 18.8 µM | 320,000 tested, 1% active | AID 2716;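 active means every valid replicate shows activation above 250% relative to neutral control wells; inactive means the rest, any valid replicate at or below 250%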;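 further: OY570 slx delta 5 strain wells were the positive control but not used for scaling; some compounds called inactive have numbers as strong as hits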
NSD2 HMT inh: NSD2 (human) methyltransferase inhibition. inhibition, % at 12.5 µM. NSD2 peptide methylation, AlphaScreen, 120 min. O96028. 310,000 tested, 0.54% active; in the data active means inhibition above about 50%
Target sequence (O96028 whole entry, looked up): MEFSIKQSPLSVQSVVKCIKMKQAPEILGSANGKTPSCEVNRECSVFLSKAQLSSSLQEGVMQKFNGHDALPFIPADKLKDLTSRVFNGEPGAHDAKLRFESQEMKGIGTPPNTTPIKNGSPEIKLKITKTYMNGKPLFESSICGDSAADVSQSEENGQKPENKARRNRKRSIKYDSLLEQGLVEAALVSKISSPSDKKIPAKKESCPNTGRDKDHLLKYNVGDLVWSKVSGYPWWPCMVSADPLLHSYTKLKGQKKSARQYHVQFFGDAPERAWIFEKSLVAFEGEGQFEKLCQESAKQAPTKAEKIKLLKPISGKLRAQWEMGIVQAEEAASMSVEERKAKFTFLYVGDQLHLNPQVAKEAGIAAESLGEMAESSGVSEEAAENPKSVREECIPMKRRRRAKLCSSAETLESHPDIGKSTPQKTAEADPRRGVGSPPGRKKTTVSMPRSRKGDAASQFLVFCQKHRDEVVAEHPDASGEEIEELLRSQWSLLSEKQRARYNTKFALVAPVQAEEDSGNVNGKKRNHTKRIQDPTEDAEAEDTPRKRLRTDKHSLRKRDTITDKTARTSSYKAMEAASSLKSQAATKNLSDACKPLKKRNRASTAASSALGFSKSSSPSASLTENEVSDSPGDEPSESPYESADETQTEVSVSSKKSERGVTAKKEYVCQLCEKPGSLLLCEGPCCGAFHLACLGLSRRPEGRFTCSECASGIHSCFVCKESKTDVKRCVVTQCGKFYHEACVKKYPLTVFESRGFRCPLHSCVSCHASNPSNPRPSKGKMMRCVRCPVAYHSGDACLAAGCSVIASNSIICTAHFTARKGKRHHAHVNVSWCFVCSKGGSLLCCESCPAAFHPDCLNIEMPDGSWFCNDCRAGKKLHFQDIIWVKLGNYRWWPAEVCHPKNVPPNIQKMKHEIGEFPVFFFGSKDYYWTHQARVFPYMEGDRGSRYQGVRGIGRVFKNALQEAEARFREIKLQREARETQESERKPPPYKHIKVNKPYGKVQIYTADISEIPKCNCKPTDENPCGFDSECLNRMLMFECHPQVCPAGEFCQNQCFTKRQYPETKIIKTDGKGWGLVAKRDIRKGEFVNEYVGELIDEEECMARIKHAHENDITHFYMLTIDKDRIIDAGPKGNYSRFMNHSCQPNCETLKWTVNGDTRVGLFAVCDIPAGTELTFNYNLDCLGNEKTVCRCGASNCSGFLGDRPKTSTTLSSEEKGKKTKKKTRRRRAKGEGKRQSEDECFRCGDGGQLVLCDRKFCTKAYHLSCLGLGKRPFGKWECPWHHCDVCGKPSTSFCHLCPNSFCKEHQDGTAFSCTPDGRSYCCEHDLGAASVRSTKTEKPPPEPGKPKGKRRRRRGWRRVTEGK
CDK5 p35 inh: inhibitors of human CDK5/p35 kinase. Recombinant CDK5/p35, ADP-Glo luminescence, 60 min. AID 488839. Q00535+Q15078. 330,000 tested, 0.01% active. inhibition, % at 10 µM;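 active means highest replicate inhibition of at least 50% and at least 75% of replicates reaching 50%; inconclusive means only one of the two criteria met; inactive means both criteria failed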;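 further: plate controls were DMSO neutral control for no effect and GW8510 at 10 µM for full effect; many of its hits are not listed in these tables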
PKA-R1A activ: activates the PKA-R1A holoenzyme complex. activation, % at 11.4 µM. 340,000 tested, 0.083% active. PKA-R1A dissociation, Cy5-IP20 fluorescence polarization; scaled: DMSO 0%, 113 µM cGMP 100%;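 active means percent activation above the mean of all tested compounds plus 3 SD, cut at about 19% in these data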;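 further: higher means more PKAc released from R1A so a rise in polarization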
SR-BI DiI inh: blocks mouse SR-BI lipid uptake from DiI-HDL | 320,000 tested, 0.96% active | ldlA[mSR-BI] CHO cells, DiI-HDL uptake fluorescence, 3 h | inhibition, % at 12.5 µM;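 active means mean replicate inhibition of at least 70% and a set share of replicates each scoring 70 or more; inconclusive means meets just one of the two criteria; inactive means fails both criteria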;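 further: 0% = median of neutral control wells and 100% = median of positive control wells; values of inactives mirror those of a sister screen read the other way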
PKA-R2B act: activators of human PKA-R2B complex; P22694+P31323; PKA-R2B holoenzyme dissociation, Cy5-IP20 fluorescence polarization; R2B truncated from residue 108, S112A mutant; 0% DMSO only, 100% 113 µM cGMP; activation, % at 11.4 µM; 340,000 tested, 0.079% active; AID 504700;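 active means activation above a cutoff set at the mean over all compounds plus 3 SD, cut at about 18% in these data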;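 further: higher means more holoenzyme dissociation and a rise in polarization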
Arr AP2 block: inhibitors of human beta-arrestin and AP2 interaction; FITC-arrestin peptide / GST-AP2 beads, flow cytometry; AP2 beta2 appendage carries R879A mutation; inhibition, % at 10 µM; 340,000 tested, 0.31% active; AID 504490;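 active means inhibition above a set limit, near 3 SD of compounds lacking own fluorescence, cut at about 54% in these data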;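 further: plate controls were DMSO wells for no effect and 5 µM unlabelled arrestin peptide for full effect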
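Material – GST-tagged AP2 beta2-adaptin appendage (R879A) on 4 µm glutathione beads · Probe or stimulus – fluorescein-tagged arrestin peptide at 50 nM final · Timing – 12 min plus 1 h, RT · Detection – bead flow cytometry, FITC channel · Read-out basis – inhibition as reduced fluorescein signal on beads, percent · Medium – PBS plus Tween 20 (0.05%) and BSA (0.1%)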
MITF act: activators of MITF-driven TRPM1 promoter activity in SK-MEL-5 cells; SK-MEL-5 TRPM1-promoter luciferase, 24 h; % of positive control, neutral wells = 0; activation, % at 12.5 µM; 300,000 tested, 0.75% active;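 active means mean activation of at least 80% with every replicate also reaching 80%; inconclusive means mean reaches 80% but some replicate falls short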;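 further: 0% = neutral control wells and 100% = parthenolide positive control wells; values of inactives mirror those of a sister screen read the other way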
DSG3 Ab inh: human desmoglein-3 autoantibody binding inhibition | P32926 | DSG3-coupled beads, scFv-anti-DSG3-GFP binding, flow cytometry; stronger effect = lower value | binding (percent of control), % at 10 µM | 310,000 tested, 0.48% active;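 active means binding more than 3 SD below its plate's average and above zero; inconclusive means below that plate limit but binding exactly zero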;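 further: hits lower antibody fragment binding to DSG3; some compounds called inactive have numbers as strong as hits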
Numbers without * were called inactive; ? = inconclusive; · = no result given.

Values run as follows: SR-BI uptake up	dFosB activator	Mot1-301 SUMO	NSD2 HMT inh	CDK5 p35 inh	PKA-R1A activ	SR-BI DiI inh	PKA-R2B act	Arr AP2 block	MITF act	DSG3 Ab inh
Cc1ccc2[nH]c(=O)c(CN(CCCN3CCOCC3)C(=O)Nc3cccc(Cl)c3)cc2c1
→ 26	-6	-18	0	-0.1	-4	-26	0	1	10	104
CCOc1ccc(CN(C)C(=O)CN2C(=O)NC3(CCCc4ccccc43)C2=O)cc1 (centres undefined)
→ -13	-8	-28	6	0.9	1	13	-5	-11	-11	109
Cc1ccc(C)n1CCN1CCN(S(=O)(=O)c2ccc(F)cc2F)CC1
→ 1	10	-23	4	-0.6	5	-1	-15	34	5	98
COc1ccc(NS(=O)(=O)c2cc(C)ccc2C)cc1
→ 25	-3	-10	0	0.8	-6	-25	-1	10	-6	103
Cn1cccc1Cc1nnc(SCC(=O)NCC2CCCO2)n1CCc1ccccc1 (centres undefined)
→ 0	-3	-7	4	-3.1	-8	0	10	-1	-1	102
COc1ccccc1NC(=O)c1ccc(Cl)c(S(=O)(=O)NCc2ccco2)c1
→ -21	-10	-10	1	-2.6	5	21	-2	32	-11	107
CCC(C)(C(=O)NC1CCCC1)N(C(=O)CC1NC(=O)NC1=O)c1c(C)n(C)n(-c2ccccc2)c1=O (centres undefined)
→ 0	-1	-11	-2	0.8	-9	0	-9	-9	-2	101
O=C(c1ccc(F)cc1F)N1CCC(N2CCC(C(=O)N3CCOCC3)CC2)CC1
→ 21	-6	4	-3	·	-6	-21	-20	-2	8	108
CCOc1ccc(N2CC(C(=O)NCC(=O)Nc3ccc(F)c(F)c3F)CC2=O)cc1 (centres undefined)
→ -4	-2	11	-1	-0.2	8	4	1	-8	2	·
O=C(NCc1ccccc1)N1CCC(CO)(Cc2cccc(F)c2)CC1
→ ·	-5	-3	0	1.7	-8	·	-10	34	-5	104
COc1cc(/C=N/NC(=O)c2ccc(F)cc2)ccc1OC(=O)c1ccco1
→ 2	-6	-10	0	0.4	0	-2	1	36	16	124
CCn1cc(C(=O)NCC2CCCO2)c(=O)c2cc(S(=O)(=O)N(C)C)ccc21 (centres undefined)
→ 16	-6	-17	·	0.5	-1	-16	4	29	·	106
N#Cc1ccc(C(=O)OCC(=O)Nc2cccc(S(=O)(=O)N3CCCCC3)c2)cc1
→ -7	-8	-1	-4	0.4	2	7	6	40	3	101
COCc1cc(C)nc(OCC(=O)N/N=C/c2ccc(O)cc2)c1C#N
→ -8	6	12	-2	-5.9	3	8	-2	6	8	105
COc1ccc(C(=O)N2CCC(n3nccc3NC(=O)C3CC3)CC2)cc1F
→ 21	-3	14	-3	-0.2	2	-21	14	0	10	108
Cc1c(Cl)c([N+](=O)[O-])nn1CCCC(=O)Nc1cccc(Cl)c1Cl
→ -3	-1	13	4	0.1	-12	3	-12	0	14	115
Cc1cccc(Cc2ccc(Cl)nn2)c1
→ 23	2	5	3	-0.5	2	-23	-14	-3	6	102
N#CCCN(Cc1ccccc1)C(=O)c1nccnc1C(=O)O
→ 2	-4	-7	2	2.0	7	-2	-3	27	-2	92
C=CCNc1nc(-c2ccc(O)c(C(N)=O)c2)cs1
→ 3	0	19	·	3.5	3	-3	2	14	55	100
COc1ccc(CCNC(=O)Cn2ccc3cc(S(=O)(=O)N4CCCC4)ccc32)cc1OC
→ 13	0	-4	-1	·	-10	-13	-11	-10	0	89
CCOc1ccc(OCCCCn2ccnc2)cc1
→ 12	-3	-13	6	-1.4	5	-12	-6	-10	-2	99
COc1ccc(C(=O)CSc2nnc(-c3ccc(C)cc3)o2)cc1
→ -13	-4	393	6	-0.3	1	13	-7	21	·	101
Cc1cc(C(=O)CSc2nncs2)c(C)n1-c1c(C)n(C)n(-c2ccccc2)c1=O
→ 38	-2	-6	-3	-1.8	8	-38	2	-1	-2	107
O=C(c1cn(-c2ccccc2)nc1-c1ccccc1)N1CCOCC1
→ 45	-3	5	-9	0.0	-2	-45	8	0	4	99
Cc1noc(C)c1S(=O)(=O)N1CCCC(C(=O)NCCC2=CCCCC2)C1 (centres undefined)
→ 16	-6	4	13	-0.9	0	-16	-5	13	-1	95
NC(=O)c1ccc2c(=O)c(O)c(-c3cc(Cl)c(N)c(Cl)c3)[nH]c2c1
→ 39	1	291	·	-0.1	7	-39	-3	-5	19	99
C[C@H](CO)NC(=O)[C@@H]1C[C@H]1[C@@H](NP(=O)(c1ccccc1)c1ccccc1)c1ccccc1
→ 8	-7	6	·	-0.3	3	-8	-4	3	1	110
CC1CCc2c(C(=O)NCc3ccco3)csc2C1 (centres undefined)
→ ·	3	-5	5	-0.8	-7	·	4	1	16	101
CC(C)OCCCNC(=O)c1ccc(CN2CCc3ccccc3C2)cc1
→ 9	0	-11	3	0.7	13	-9	-3	-9	·	106
O=C(C1CC(=O)N(c2ccc(Br)cc2)C1)N1CCCC1 (centres undefined)
→ 14	-1	-7	-2	-2.1	-9	-14	4	14	16	104
Cc1ccc(CCC(=O)Nc2ccc([N+](=O)[O-])cc2)o1
→ -14	-3	-8	8	-0.4	-3	14	-9	8	·	108
NC(=O)c1ccc(N2CCN(c3ncc(C(F)(F)F)cc3Cl)CC2)cc1
→ ·	1	-6	-1	0.9	-15	·	6	-14	2	96
CN(C)S(=O)(=O)c1ccc2c(c1)C(CC(=O)O)NC2=O (centres undefined)
→ 33	-7	1	-2	-2.0	8	-33	2	24	·	109
CCNC(=O)N(CC)C[C@H]1N[C@@](C)(C(=O)OC)[C@H]2C(=O)N(C)C(=O)[C@@H]12
→ 22	2	-13	·	0.4	-12	-22	4	15	0	101
O=C(COC(=O)CCC1CCCC1)Nc1ccccc1OC(F)F
→ 24	-14	15	·	-0.6	-8	-24	11	6	-7	101
Cc1cc(C)cc(-n2c(SCC(=O)NCc3ccco3)nc3ccccc3c2=O)c1
→ -3	1	182	-1	-0.9	-12	3	-4	9	-12	101
COc1ccc(-c2nnc(Sc3nc4ccccc4o3)c3ccccc23)cc1
→ -43	-2	-2	0	-2.6	2	43	4	6	8	94
COCCN1Cc2cccc(C(=O)Nc3c(C)cc(C)cc3C)c2C1=O
→ -4	-6	-18	0	-0.1	-7	4	4	17	7	104
CN(C(=O)c1cccc(NC(=O)Cc2cccc([N+](=O)[O-])c2)c1)C1CCC1
→ -26	4	-13	·	0.9	3	26	-1	2	-18	104
CC(=O)/C(C[N+]1(C)CCCCC1)=N\O
→ -9	-6	27	0	1.5	0	9	1	0	-16	104
COC(=O)Cc1[nH]c(=S)[nH]c1C(=O)OC
→ 20	-5	-19	-1	-10	-4	-20	-6	-6	8	106
COC(=O)c1cc(C(=O)N2CCN(c3cccc(Cl)c3)CC2)cc([N+](=O)[O-])c1
→ -48	-6	20	7	-1.5	2	48	13	-2	-8	95
O=C(Nc1ccccc1)N(C1=NCCCCS1)c1ccccc1
→ 12	-4	10	-5	1.4	2	-12	-1	4	13	101
N#C/C(=C/c1ccc(Br)s1)C(=O)NCCc1c[nH]c2ccccc12
→ 16	3	5	5	-1.4	-11	-16	2	-5	-9	110
COc1ccc(NC(=O)c2ccc3c(=O)n(-c4ccc(OC)cc4OC)c(=S)[nH]c3c2)cc1
→ -57	?	-23	-1	0.4	-2	57	-6	14	-16	115
Cn1ccsc1=NC(=O)c1cc(S(=O)(=O)N2CCOCC2)ccc1F
→ -8	7	·	0	-0.6	-15	8	-4	0	1	96
Fc1cccc(F)c1-n1c(CN2CCCCC2)csc1=S
→ 10	-2	7	0	-2.1	0	-10	-12	-5	-7	101
CCN1CCCC1CNC(=O)C(=O)NC(C)c1ccccc1 (centres undefined)
→ -4	0	-7	4	-0.4	-8	4	-3	-13	-1	111
Nc1nnc(SCC(=O)OCC(=O)Nc2ccccc2)s1
→ -19	0	29	-2	-2.3	5	19	7	10	5	105
C=CCN1C=C2C(=O)C(C)(OC(=O)C3CCCC3)C(=O)C=C2C=C1c1ccsc1 (centres undefined)
→ -9	2	-2	·	0.9	0	9	-6	10	-7	99

The list goes on:
Values run as follows: SR-BI uptake up	dFosB activator	Mot1-301 SUMO	NSD2 HMT inh	CDK5 p35 inh	PKA-R1A activ	SR-BI DiI inh	PKA-R2B act	Arr AP2 block	MITF act	DSG3 Ab inh
O=C(COC(=O)/C=C/c1ccc(OC(F)F)cc1)Nc1ccc(N2CCOCC2)cc1
→ 2	10	-4	-7	-0.8	6	-2	-8	-10	-5	95
COc1ccc2sc(C)nc2c1NC(C)=O
→ -9	-6	-7	-1	-1.3	3	9	9	19	0	104
CCOC(=O)c1ccc(NC(=S)NCCc2ccccc2F)cc1
→ 7	-8	243	-7	-0.2	-18	3	2	-24	-8	114
C=C[C@H]1[C@H](O[C@@H]2O[C@H](CO)[C@@H](O)[C@H](O)[C@H]2O)OC=C2C(=O)OCC[C@]21O
→ 11	-6	-33	·	-2.2	-3	-11	-1	3	-8	102
COc1ccc(N2CSC3=C(C#N)C(c4ccc(OC)c(OC)c4)CC(=O)N3C2)c(OC)c1 (centres undefined)
→ -10	-9	-5	·	1.4	10	10	0	10	·	102
C=CCNC(=O)C1CC(c2cccc(OC)c2)=NO1 (centres undefined)
→ 22	0	83	-4	-0.1	-8	-22	-2	1	-6	100
COc1cc(NC(=O)CSc2c3c(nc4ccccc24)CCC3)cc(OC)c1OC
→ -40	-2	6	-3	-0.8	-9	40	-9	18	-14	81
CC(=O)N1c2ccc(S(=O)(=O)NCCC(=O)Nc3ccc(C)c(F)c3)cc2CC1C (centres undefined)
→ -4	-9	158	5	0.3	-5	4	-1	25	2	·
COC(C[C@H](O)C[C@H](O)COCc1ccccc1)OC
→ 18	0	·	·	-0.4	-3	-18	-7	8	3	105
Cn1c(=O)n(C)c2cc(S(=O)(=O)Nc3ccccc3O)ccc21
→ -25	4	0	·	-1.0	8	25	-18	-14	15	101
CSc1nc2c(c(=O)[nH]1)C(c1cccc(Br)c1)CC(=O)N2 (centres undefined)
→ -3	7	213	1	-0.1	-8	3	-10	0	-8	109
